DUSP1 inh – blocks human MKP-1 phosphatase activity; P28562; recombinant MKP-1, OMFP hydrolysis fluorescence; inhibition, %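 (compounds tested at a single concentration somewhere between 10 and 100 µM)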; 0.15% of 65,000 active;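 active means inhibition above about 50%, limit read from the data; inconclusive means inhibition over screen mean plus 3 SD, below that limit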;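 further: 0% = DMSO max control wells and 100% = wells with enzyme stopped by NaOH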
HEK293 NFkB inh – lowers PMA/ionomycin-induced NF-kB signal in HEK293 cells. HEK-293 NF-kB luciferase reporter, luminescence. inhibition, % at 3 µM. 0.21% of 62,000 active. AID 465;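 active means inhibition above the mean of all tested compounds plus 3 SD, cut at about 40% in these data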;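 further: 0% = stimulated DMSO wells and 100% = 10 µM reference inhibitor 5653914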
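Timing: 1 h pretreatment, 16 h stimulation, 37 °C; system: HEK-293 cells with stable firefly luciferase reporter driven by four HIV NF-kB elements; doses: 3 µM once, 0.30% DMSO; measured by: luciferase luminescence; control set: DMSO and 10 µM reference inhibitor; repeats: single test; reagent: PMA plus ionomycin mix as NF-kB-activating stimulus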
Cdc25B block – inhibitors of human Cdc25B phosphatase | recombinant Cdc25B, OMFP fluorescence Ex485/Em525 | inhibition, %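 (compounds tested at 10 µM final in the well)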 | P30305 | 0.1% of 65,000 active; in the data active means inhibition above about 50%
TNAP act mid DEA – activates human TNAP at intermediate phosphate acceptor concentration; purified TNAP, CDP-star luminescence, 100 mM DEA, 30 min; hits give high values; scale: 0 levamisole-inhibited, 1 vehicle-only enzyme; activation factor at 20 µM; 64,000 tested, under 10 active;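 active means activation factor of at least 2 at 20 µM, relative to controls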
MMP13 inh – inhibitors of human MMP13 | P45452 | MMP-13 fTHP FRET cleavage, Mca fluorescence | inhibition, % at 4 µM | 0.07% of 65,000 active | AID 570;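 active means inhibition above the mean of compound-free control plate wells plus 3 SD, cut at about 14% in these data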;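 further: 0% = DMSO wells and 100% = wells with reference MMP-13 inhibitor after basal subtraction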
Jurkat tox 60K – cytotoxic compounds reducing Jurkat cell viability; Jurkat E6.1 viability, ATP luminescence, 48 h; inhibition, % at 4 µM; 1.2% of 56,000 active; AID 463;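 active means inhibition above the mean inhibition of all tested compounds plus 3 SD, cut at about 28% in these data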
PKA inh – inhibitors of human protein kinase A; P17612; PKA Kemptide phosphorylation, Kinase-Glo ATP luminescence; 0.1% of 65,000 active; inhibition, % at 6 µM;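 active means inhibition above the screen-wide mean inhibition plus 3 SD, cut at about 21% in these data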; further: many of its hits are not listed in these tables
JNK3 inh – JNK3 (human) kinase inhibition | inhibition, % at 8 µM | purified JNK3 kinase activity, HTS | P53779 | 0.61% of 60,000 active | AID 746; in the data active means inhibition above about 17%;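 further: 0% = DMSO and 100% = reference inhibitor; many of its hits are not listed in these tables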
ROCK2 inh – ROCK2 (human) kinase inhibition | 0.35% of 60,000 active | inhibition, % at 6 µM | O75116 | purified ROCK2, Kinase-Glo ATP depletion luminescence;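 active means inhibition above the screen-wide mean inhibition plus 3 SD, cut at about 18% in these data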;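 further: plate controls were DMSO wells for no effect and Y-27632 control wells after no-enzyme background subtraction for full effect; many of its hits are not listed in these tables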
Target sequence (O75116 whole entry, looked up): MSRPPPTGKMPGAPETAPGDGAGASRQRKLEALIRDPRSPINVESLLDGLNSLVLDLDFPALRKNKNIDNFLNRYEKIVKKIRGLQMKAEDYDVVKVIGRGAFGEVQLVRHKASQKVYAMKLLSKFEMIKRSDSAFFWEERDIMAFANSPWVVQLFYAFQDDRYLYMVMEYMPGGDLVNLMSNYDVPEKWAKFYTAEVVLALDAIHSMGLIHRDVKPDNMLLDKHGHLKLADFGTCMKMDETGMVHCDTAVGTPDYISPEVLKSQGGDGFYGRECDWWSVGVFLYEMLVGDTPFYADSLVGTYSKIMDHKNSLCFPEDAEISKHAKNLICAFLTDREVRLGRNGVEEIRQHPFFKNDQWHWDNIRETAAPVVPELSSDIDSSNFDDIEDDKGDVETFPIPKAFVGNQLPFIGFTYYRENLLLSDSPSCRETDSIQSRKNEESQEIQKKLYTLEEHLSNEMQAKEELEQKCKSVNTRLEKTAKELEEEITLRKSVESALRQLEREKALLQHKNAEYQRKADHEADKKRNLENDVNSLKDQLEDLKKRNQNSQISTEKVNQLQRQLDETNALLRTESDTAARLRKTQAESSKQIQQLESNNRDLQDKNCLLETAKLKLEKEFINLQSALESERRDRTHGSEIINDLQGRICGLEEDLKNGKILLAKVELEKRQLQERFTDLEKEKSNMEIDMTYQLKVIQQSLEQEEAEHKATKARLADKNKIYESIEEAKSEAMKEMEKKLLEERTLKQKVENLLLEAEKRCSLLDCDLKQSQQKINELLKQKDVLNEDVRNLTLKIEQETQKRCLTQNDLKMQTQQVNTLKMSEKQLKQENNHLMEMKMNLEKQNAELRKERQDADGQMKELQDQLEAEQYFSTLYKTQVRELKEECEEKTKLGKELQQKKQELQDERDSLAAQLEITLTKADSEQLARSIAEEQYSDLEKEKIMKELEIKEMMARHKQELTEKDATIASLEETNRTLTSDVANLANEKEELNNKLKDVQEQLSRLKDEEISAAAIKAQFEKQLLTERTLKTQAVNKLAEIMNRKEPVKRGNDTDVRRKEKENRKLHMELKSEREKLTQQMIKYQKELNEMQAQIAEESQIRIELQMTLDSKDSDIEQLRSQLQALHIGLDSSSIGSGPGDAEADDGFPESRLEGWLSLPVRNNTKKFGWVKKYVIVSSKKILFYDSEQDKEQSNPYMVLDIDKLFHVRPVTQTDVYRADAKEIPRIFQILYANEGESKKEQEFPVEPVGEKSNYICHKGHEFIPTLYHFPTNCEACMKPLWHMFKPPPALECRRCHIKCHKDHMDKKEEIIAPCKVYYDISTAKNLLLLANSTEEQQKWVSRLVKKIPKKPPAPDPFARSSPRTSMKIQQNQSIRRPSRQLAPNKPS
Numbers without * were called inactive; ? = inconclusive; . = no result given.

entry	structure	DUSP1 inh	HEK293 NFkB inh	Cdc25B block	TNAP act mid DEA	MMP13 inh	Jurkat tox 60K	PKA inh	JNK3 inh	ROCK2 inh
1	CN(C)/C=N/c1c(C(=O)NCc2ccccc2)nnn1Cc1ccccc1	-4	11	10	1	2	2	-4	-1	-2
2	COC(=O)c1cccc(COC(=O)CNC(=O)c2ccco2)c1	0	26	0	1.1	-3	-6	7	-1	9
3	CCc1c(C(=O)NC2CCCCC2)[nH]c(C)c1C(C)=O	7	-3	7	0.9	4	6	-5	3	-3
4	O=C(Nc1ccc(F)c(F)c1)c1cccnc1	-13	13	1	0.8	7	-4	-3	4	1
5	CC(C)Cn1cc(C(=O)N2CCN(c3ccccn3)CC2)c2c3ccccc3n(C)c2c1=O	12	22	4	0.9	-16	2	9	0	6
6	CCCCN(C)S(=O)(=O)c1ccc(C(=O)Nc2nnc(CSC)o2)cc1	-6	10	-1	0.9	-1	53*	14	-4	7
7	CCOC(=O)N1CCN(C(c2cccc(OC)c2)c2sc3nc(C)nn3c2O)CC1 (configuration not stated)	0	15	1	0.9	1	5	-2	1	-2
8	CCOc1ccc(OCC)c(NC(=O)CCCN2C(=O)c3cccnc3C2=O)c1	-13	21	3	0.8	7	-4	12	-4	5
9	CCCn1c(SC2C(=O)CC(C)(C)CC2=O)nc2c1c(=O)n(C)c(=O)n2C	5	20	3	1	-2	1	2	-1	-4
10	COc1cccc(C(=O)CSc2nnnn2C)c1	-28	16	3	0.9	-1	4	0	0	-3
11	COc1ccc2[nH]c(C)c(CCN3C(=O)C4C5C=CC(C5)C4C3=O)c2c1 (configuration not stated)	11	6	-7	0.9	0	1	0	-12	5
12	Cc1ccc2c(c1)-c1c(cnn1CC(=O)Nc1ccccc1N1CCN(C)CC1)CO2	-11	15	-7	0.8	6	2	-4	0	-1
13	COc1cccc(-c2nn(C)c3sc(C(=O)Nc4ccc5c(c4)OCCO5)cc23)c1	-3	7	12	0.8	4	12	8	13	9
14	COc1cc2c(cc1NC(=O)CSc1nnc(Cc3cccs3)n1C)oc1ccccc12	23	12	-10	0.9	5	8	-2	2	1
15	O=C(NCc1ccco1)c1cccc(F)c1	6	7	5	0.8	2	0	-2	-6	4
16	CC1Cc2ccccc2N1S(=O)(=O)c1cccc(C(=O)NCCCO)c1 (configuration not stated)	8	13	-8	1	6	-6	10	-8	2
17	O=C(OCc1nnc(-c2ccccc2)o1)c1ccco1	2	3	3	0.9	4	-10	9	-1	4
18	Cn1c(C(C#N)C(=O)c2sc3ccccc3c2Cl)nc2ccccc21 (configuration not stated)	-5	10	-6	0.9	1	6	8	6	1
19	COc1ccc2ccccc2c1C1CC(=O)N2CN(C3CCCCC3)CSC2=C1C#N (configuration not stated)	30	13	-5	0.9	-7	-5	0	-3	1
20	Cc1ccc(C(C(=O)NC2CCCC2)N(Cc2ccco2)C(=O)CCC(=O)Nc2ccccn2)cc1 (configuration not stated)	35	22	3	0.9	-1	-13	-6	5	1
21	COC(=O)CSc1nnc(CNC(=O)c2ccccc2OC)n1C	3	-2	-21	0.9	-2	-3	-1	-2	-2
22	Cc1ccc(Nc2nc(C)c(CCC(C)C)c(=O)[nH]2)cc1	24	-7	7	0.9	-10	4	2	9	1
23	COc1ccc2nc(NC(=O)CN(c3ccc(C)cc3)S(=O)(=O)c3c(C)nn(C)c3C)sc2c1	7	4	-1	0.9	5	4	14	3	7
24	Cn1c(=O)[nH]c(=O)c2c1nc(NC1CCCCC1)n2CC(=O)NC1CCCCC1	1	5	8	0.9	4	-1	3	2	0
25	Cc1ccc(Cc2cnc(N)s2)o1	13	10	-6	0.9	-3	.	2	.	.
26	C/C(Cl)=C\CSc1nnc2n(N)c(=O)c3ccccc3n12	3	10	-17	1	0	-6	9	-2	4
27	CCOC(=O)Cc1csc(NC(=O)CSc2nnc(C3CC3)n2C)n1	-2	-3	4	0.9	0	-2	7	9	6
28	CCCCNC1C(CC)C(CCC)C(C#N)(C#N)C1(C#N)C#N (configuration not stated)	-31	17	2	1	1	12	-6	6	-2
29	O=C(CCOc1ccccc1)OCC(=O)c1cc2ccccc2o1	-7	20	5	0.9	6	-1	8	-2	0
30	COc1ccc(C(C)=O)cc1CSCCC(=O)O	-22	.	-30	1	5	.	4	5	4
31	C=CCN(CC=C)S(=O)(=O)c1ccc2nc(NC(=O)C(C)C)sc2c1	12	15	-4	0.9	0	72*	1	-3	0
32	CCOC(=O)C1CCN(S(=O)(=O)c2cccc3nonc23)CC1	-2	6	-6	1	9	.	8	.	.
33	O=C(CCCN1C(=O)c2ccccc2C1=O)NCCCN1CCOCC1	9	23	-9	0.9	1	-1	5	-4	0
34	Cc1ccc(Nc2nnc(SCc3cc(=O)n4ccsc4n3)s2)c(C)c1	26	8	-1	0.9	1	-3	7	-1	7
35	Brc1ccccc1-c1nnc2sc(-c3ccc4c(c3)OCCO4)nn12	?	5	0	0.9	-19	16	8	-4	11
36	CCC1(C)Cc2c(sc3c2c(=O)n(C)c2nnc(SCc4ccccc4)n32)CO1 (configuration not stated)	-22	.	-15	0.9	-4	.	1	4	5
37	N#Cc1ccccc1NC(=O)c1ccc(-c2ccccc2Cl)o1	-9	-15	-15	0.8	-2	-1	19	4	18
38	Cn1c(=O)cc(SCC(=O)Nc2cccnc2)c2ccccc21	31	2	29	0.9	-2	8	-7	0	-6
39	Cc1ccc(CS(=O)(=O)CCC(=O)NCc2cccs2)cc1	4	16	3	0.9	2	3	0	0	-1
40	O=C(CSc1nc2c(sc3ccccc32)c(=O)n1CCO)NCC1CCCO1 (configuration not stated)	5	20	-16	1	1	-3	15	2	7
41	CCCn1c(SCC(=O)NC2CCCCC2)nnc1-c1ccncc1	17	3	6	0.9	6	13	-9	-4	-12
42	COC(=O)c1ccc(C2C3=C(Nc4nnnn42)c2ccccc2OC3)cc1 (configuration not stated)	-2	12	3	0.9	-35	-1	11	-9	7
43	COc1ccc(C(NC(=O)c2ccco2)c2ccc(OC)c(OC)c2)cc1OC	-14	23	-1	1	0	3	0	-3	0
44	O=C(CSc1nnnn1Cc1ccccc1)c1ccccc1	7	3	-5	1	0	-4	5	3	-1
45	CCOC(=O)C(C)Sc1nc(-c2ccc(OC)cc2)nc2c1c(=O)n(C)c(=O)n2C (configuration not stated)	21	12	-1	1	-2	-6	1	0	3
46	COc1ccc(C(=O)CSc2nnc(COc3ccccc3)n2Cc2ccco2)cc1	6	22	-5	0.9	-2	8	0	1	2
47	CCN1C(=O)CC(C(=O)Nc2ccc(F)cc2)SC1=Nc1ccc2c(c1)OCO2 (configuration not stated)	3	10	2	0.8	-3	3	1	-5	4
48	CCOC(=O)C(C(=O)OCC)C(C)C#CCN1CCCCC1 (configuration not stated)	-6	6	0	0.9	4	-4	12	2	5
49	Cc1cc(C(=O)OCC(=O)NC(=O)NC(C)(C)C)c(C)o1	-2	-1	-17	0.9	1	-4	9	-3	-4
50	CCOc1cccc(C2C(C#N)=C(N)Oc3cc(C)n(Cc4ccccn4)c(=O)c32)c1OCC (configuration not stated)	16	10	8	0.9	-4	1	5	3	4
51	CCOc1ccc2nc(SCC(=O)NCc3ccco3)sc2c1	22	1	-4	0.9	6	8	10	6	3
52	COc1ccc(OCC(=O)OCCN2C(=O)c3ccccc3C2=O)cc1	8	3	-4	1	3	3	6	1	4
53	CCC(C)(C)n1nnnc1C(CC(C)C)N1CCC(C(N)=O)CC1 (configuration not stated)	-13	-2	-7	1	-4	-7	2	2	1
54	c1ccc(-c2nc3ccccc3c3nncn23)cc1	1	16	-12	0.8	0	-4	4	1	1
55	CCN1CCN(c2nc3sc4c(c3c3ncnn23)CC(C)CC4)CC1 (configuration not stated)	32	6	2	1	-2	-6	-1	3	-2
56	COCC(=O)OCn1nnc2ccccc2c1=O	5	11	-3	1	-5	4	7	8	-2

New compounds follow
entry	structure	DUSP1 inh	HEK293 NFkB inh	Cdc25B block	TNAP act mid DEA	MMP13 inh	Jurkat tox 60K	PKA inh	JNK3 inh	ROCK2 inh
57	O=C(NCC1CCCO1)C1CCN(S(=O)(=O)c2cccnc2)CC1 (configuration not stated)	16	12	-12	0.9	5	.	1	.	.
58	CCc1ccccc1N1CC23C=CC(O2)C(C(=O)O)C3C1=O (configuration not stated)	-4	14	-5	0.8	-2	-4	11	-2	-1
59	CC(C)CNC(=O)c1cccc(Cn2cc(Cl)cn2)c1	19	22	-9	0.9	4	-6	13	0	6
60	O=C(O)CCN1C(=O)c2ccncc2C1=O	6	-5	10	0.9	6	7	10	4	6
61	CN1c2ccccc2C(C)(C)C12C=Cc1cc(O)ccc1O2 (configuration not stated)	13	18	2	0.7	4	54*	-6	-2	-2
62	COc1ccc(NC(=O)C2C(=O)N(CCO)C3(C)CC2c2ccccc2O3)cc1 (configuration not stated)	4	-5	-1	1	5	7	-6	-7	-3
63	CCCCCOc1ccccc1C(=O)NCC(=O)O	-34	.	6	0.9	-1	.	6	-1	8

Screening data from PubChem BioAssay.
